High-throughput results as filed in PubChem.
Dengue-2 NS5 capping – Dengue-2 NS5 methyltransferase inhibitors, primary screen, biochemical, confirmation dose response (AID 588689). Dengue-2 NS5 methyltransferase capping enzyme assay, biochemical; higher % means a stronger effect. hit rate 0.3% among 340,000. Genome polyprotein (Dengue virus type 2 (strain 16681-PDK53)). inhibition, % at 25 µM, or IC50 in µM where a hit was titrated; in the data active = a potency from the dose series; inconclusive = inhibition above about 29% without an active follow-up result
RSV CPE inhibition – RSV antiviral activity via CPE protection, HEp-2 cells, primary 10 µM value included (AID 2391) | HEp-2 cells, RSV-induced CPE inhibition; higher % means a stronger effect | CPE inhibition, % at 10 µM; hits with a dose series show IC50 in µM | hit rate 0.13% among 310,000; in the data active = a potency from the dose series; inconclusive = CPE inhibition mostly from about 23% at the one dose, without a potency; inactive = the rest, 99 in 100 with CPE inhibition below about 21%; note: strong numbers were not always called active
Rac1 GTP hydrolysis – MgcRacGAP GTPase-activating activity inhibitors, confirmation, biochemical, ADP Hunter fluorescence; one-dose inhibition, % at 30 µM; IC50 in µM for titrated hits; hit rate 0.6% among 340,000; MgcRacGAP-stimulated Rac1 GTP hydrolysis, ADP Hunter fluorescence; higher % means a stronger effect; GST-tagged Rac1 F28L mutant substrate; Rac GTPase-activating protein 1 (Homo sapiens);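 active = first-screen hits whose inhibition reached a set limit at any dose in the follow-up dose series; inconclusive = inhibition above the set first-screen limit but never retested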;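 note: fluorescence reports GDP produced by GAP-driven GTP hydrolysis; strong numbers were not always called active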
AID2073 – inhibitors of Mint1-CaV2.2 protein interaction, biochemical, HTRF (AID 2073) | Voltage-dependent N-type calcium channel subunit alpha-1B (Homo sapiens) | HTRF protein-protein interaction, Mint1-CaV2.2; higher % means a stronger effect | inhibition, % at 20 µM; hits with a dose series show IC50 in µM | hit rate 0.19% among 290,000; in the data active = inhibition mostly above about 51%, no sharp cut-off; inconclusive = no clear call, values can overlap the other calls; inactive = mostly below about 53%; note: some results filed as inactive read as strong as hits
West Nile antiviral – West Nile virus antiviral activity, cell-based, CPE readout (AID 1621); hit rate 0.02% among 290,000; West Nile virus-infected cells, CPE inhibition; higher % means a stronger effect; one-dose CPE inhibition, % at 10 µM; IC50 in µM for titrated hits; in the data active = a potency from the dose series; inconclusive = CPE inhibition mostly from about 3.7% at the one dose, without a potency; inactive = the rest, 99 in 100 with CPE inhibition below about 2.2%; note: strong numbers were not always called active
Siah-1 displacement – Siah-1 peptide-binding antagonists, primary screen, biochemical, fluorescence polarization, rhodamine-plectin, uHTS (AID 1817); E3 ubiquitin-protein ligase SIAH1 (Homo sapiens); Siah-1 / rhodamine-plectin peptide fluorescence polarization; higher % means a stronger effect; displacement, % at 20 µM; hits with a dose series show IC50 in µM; hit rate 0.02% among 290,000;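 active = displacement of at least 50% at 20 µM, with a fluorescence ratio check between 0.3 and a set limit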;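 note: plate controls were Siah plus tracer with DMSO for no effect and tracer alone without Siah for full effect; strong numbers were not always called active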
SV40 large T antigen – SV40 large T antigen inhibitors, biochemical (AID 1903); SV40 large T antigen ATPase/helicase inhibition assay; higher % means a stronger effect; inhibition, % at 20 µM, or IC50 in µM where a hit was titrated; hit rate 0.39% among 310,000; in the data active = a potency from the dose series; inconclusive = inhibition mostly from about 32% at the one dose, without a potency; inactive = the rest, 99 in 100 with inhibition below about 32%; note: strong numbers were not always called active
NTR1 ag – agonists of NTR1, primary screen, imaging, U2OS cells, beta-arrestin-GFP, high content (AID 493036); Neurotensin receptor type 1 (Homo sapiens), P30989; NTR1-U2OS beta-arrestin-GFP spot imaging, agonist mode; activation, % at 20 µM; hit rate 0.17% among 330,000;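 active = activation at or above 40% of the spot to cytoplasm intensity ratio, with at least 20 cells analyzed; inconclusive = wells under 20 cells, flagged as cytotoxic or low count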;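 note: 0% = DMSO without peptide and 100% = 100 nM NTR1 peptide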
Target sequence (P30989 whole entry, looked up): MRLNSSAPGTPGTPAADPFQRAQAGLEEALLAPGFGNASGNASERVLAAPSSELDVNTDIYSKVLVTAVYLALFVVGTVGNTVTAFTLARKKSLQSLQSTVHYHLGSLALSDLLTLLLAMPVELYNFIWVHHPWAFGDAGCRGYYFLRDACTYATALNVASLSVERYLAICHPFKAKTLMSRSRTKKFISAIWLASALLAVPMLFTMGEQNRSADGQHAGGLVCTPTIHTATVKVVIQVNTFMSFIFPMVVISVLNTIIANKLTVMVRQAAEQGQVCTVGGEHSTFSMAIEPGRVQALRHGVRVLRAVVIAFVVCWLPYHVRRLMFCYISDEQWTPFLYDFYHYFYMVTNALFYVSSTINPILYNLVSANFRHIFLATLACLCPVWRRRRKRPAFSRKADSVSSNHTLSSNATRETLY
UTI89 phage lysis – inhibition of K1F phage lysis, E. coli UTI89, bacterial capsule biogenesis inhibitors, alamar blue (AID 488966) | hit rate 0.02% among 340,000 | inhibition, % at 100 µM, or IC50 in µM where a hit was titrated | E. coli UTI89 K1F phage lysis, alamar blue, 2 h; higher % means a stronger effect;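 active = phage lysis inhibition, versus mean bacterial control, above a set limit; inconclusive = no clear call, values can overlap the other calls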;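 note: capsule biogenesis inhibitors block K1F phage lysis so surviving cells raise fluorescence; higher fluorescence means more inhibition of phage lysis; actives were called in the ten point dose series up to 300 µM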
NTR1 ag cell count 20 µM – recorded beside NTR1 ag, whose call it bears; cell count; measured here: cell count, cytotoxicity flag
Dengue-2 NS5 capping pilot replicate – recorded beside Dengue-2 NS5 capping, whose call it bears; inhibition, %; measured here: pilot screen replicate inhibition
Active calls of the source: *; ? = inconclusive; · = not tested or not shown; [ ] = dose if it differs, or a comment.

SMILES	Dengue-2 NS5 capping	RSV CPE inhibition	Rac1 GTP hydrolysis	AID2073	West Nile antiviral	Siah-1 displacement	SV40 large T antigen	NTR1 ag	NTR1 ag cell count 20 µM	UTI89 phage lysis	others
COC(=O)Cn1c2ccc(OC)cc2c2nc3ccccc3nc21	19%	-0.4%	10%	37%	0.4%	1%	1%	0.5	83	0.9%	Dengue-2 NS5 capping pilot replicate=8.8
CCNS(=O)(=O)c1ccc(CCC(=O)N2CCC(C)CC2)cc1	-3%	1.9%	3%	11%	0.0%	-3%	14%	-1.1	57	-1.4%
COc1ccc(CCNc2nc(-c3ccccn3)cs2)cc1OC	1%	-0.4%	13%	22%	0.0%	-4%	16%	0.6	59	0.5%
CCOc1ccc(CCNC(=O)CCC(=O)Nc2ccc3nc(N4CCN(C)CC4)cc(C)c3c2)cc1OCC	-9%	-2.6%	10%	12%	-0.8%	-1%	3%	1.2	45	-1.0%[50 µM]
Cc1nc(N)sc1C(=O)N/N=C/c1ccco1	-12%	1.3%	15%	0%	0.1%	17%	13%	-0.8	88	0.1%
CC(C)CCNC(=O)C(C)N(C(=O)Cn1nnc(-c2ccc(F)cc2)n1)C1CCCC1 (stereo unspecified)	2%	0.4%	3%	4%	-1.1%	-3%	-5%	3.2	74	7.4%
CC1(NC(=O)C2CCCCC2)CCS(=O)(=O)C1 (stereo unspecified)	-5%	-0.6%	-4%	11%	1.3%	-4%	-5%	-0.3	60	0.5%
Cc1nn(-c2ccccc2)c(C)c1C(=O)OCC(=O)NC12CC3CC(CC(C3)C1)C2	-1%	-0.4%	9%	-6%	0.4%	4%	-1%	2.0	82	1.6%
C=CCN1C(=O)c2ccc(C(=O)N(CCC)CC(=O)Nc3ccccc3C)cc2C1=O	-9%	0.1%	3%	·	·	·	4%	0.7	58	1.5%[50 µM]
COCCN(CCOC)S(=O)(=O)c1ccc(NC(=O)c2cnccn2)cc1	-1%	-0.3%	7%	7%	0.1%	-4%	5%	0.7	46	0.2%
CCOc1cccc(C(c2c(C)n(C)n(-c3ccccc3)c2=O)c2c(C)n(C)n(-c3ccccc3)c2=O)c1OC	4%	0.0%	6%	14%	-1.0%	7%	22%	1.3	79	0.0%
O=C(Nc1ccc(N2CCOCC2)c(Cl)c1)c1ncn[nH]1	5%	0.6%	19%	?	0.5%	-2%	16%	-0.7	35	-0.1%
O=C(Nc1cccc2ccccc12)c1ccc(OC(=S)N2CCOCC2)cc1	-6%	4.5%	5%	11%	0.0%	0%	8%	2.4	54	0.5%
COc1ccccc1N1CC(C(=O)OCC(=O)Nc2c(C)cccc2C)CC1=O (stereo unspecified)	-3%	2.8%	3%	0%	0.7%	1%	10%	-0.8	43	0.3%
O=C(NCc1ccccn1)C1Nc2ccc(OC(F)(F)F)cc2C2C=CCC12 (stereo unspecified)	14%	-0.3%	6%	·	-0.1%	·	3%	2.9	63	-0.4%
C=CCOC(=O)C(C#N)c1nc2ccccc2nc1N1CCN(c2ccccc2OC)CC1 (stereo unspecified)	-8%	0.5%	10%	3%	0.7%	3%	7%	2.4	57	0.8%
COc1ccc(C)cc1S(=O)(=O)N(CC(=O)NC1CCCC1)c1ccc(F)cc1	-9%	2.0%	6%	2%	-0.4%	3%	26%	-0.3	70	-0.1%
Cc1ccc(NC(=O)CN(C)C(=O)Cn2nnc(-c3ccccc3C)n2)cc1	-6%	·	4%	·	·	·	·	1.0	58	-2.3%
COc1cc(C(=O)Nc2ccc(NC(C)=O)cc2)ccc1OCc1ccccc1	-1%	0.8%	2%	36%	0.1%	6%	20%	-0.2	57	0.0%
COc1ccc(OC)c(S(=O)(=O)N/N=C(/C)c2ccc3c(c2)OCO3)c1	-2%	1.3%	6%	-5%	-0.7%	2%	16%	0.1	69	1.2%[50 µM]
CCC(C)n1c(C)nc2c(c1=O)c1nc3ccccc3nc1n2CCC1=CCCCC1 (stereo unspecified)	-2%	6.5%	6%	4%	0.0%	2%	2%	31	77	0.2%
CSc1nnc(C)c(=O)n1COC(=O)c1ccc([N+](=O)[O-])cc1	3%	0.0%	14%	-10%	0.1%	9%	7%	-0.3	62	0.2%
CCOc1ccccc1CN1CCN(Cc2c[nH]c3ccccc23)CC1CCO (stereo unspecified)	·	1.4%	13%	1%	-0.5%	6%	15%	-0.1	62	-1.2%
Cc1cc2cc(CNC(=O)c3ccc(S(=O)(=O)N4CCOCC4)cc3)ccc2[nH]1	-2%	0.1%	6%	1%	0.0%	0%	9%	-0.3	65	4.6%
Cc1ccc(C(=O)NCC(=O)O)cc1S(=O)(=O)N1CCCCC1	-9%	1.4%	2%	38%	0.1%	2%	4%	-0.7	79	0.4%
CCc1nnc(NC(=O)CSc2nc3c(c(=O)n2-c2ccccc2OC)SCC3)s1	-5%	3.5%	3%	-10%	-0.5%	-5%	6%	1.3	78	-0.4%
O=C(Nc1cccc(-c2nc3ccccc3s2)c1)c1cc(=O)c2ccccc2o1	-1%	0.8%	4%	7%	-0.6%	8%	12%	7.7	59	-0.5%
Cc1nn(C(C)(C)C)c(OC(=O)c2ccc3c(c2)OCO3)c1S(=O)(=O)c1ccccc1	-7%	19%	7%	-4%	-0.1%	1%	13%	1.8	64	0.9%
CCOC(=O)C1(Cc2ccccc2)CCN(Cc2ccc(C)s2)CC1	-6%	16%	5%	-3%	-1.8%	7%	-5%	4.1	53	0.2%
O=C(O)c1ccc(N/N=C/c2cccc3cccnc23)cc1	-16%	1.9%	13%	17%	0.4%	5%	17%	0.5	69	-0.2%
Cc1ccnc(NC(=O)CCC(=O)N(CC(=O)NC(C)(C)C)c2ccc(F)c(Cl)c2)c1	·	-1.8%	·	-12%	-1.1%	4%	·	0.1	64	·
Cc1cccc(N2C(=O)CC(Cn3nc(C)cc3C)C2=O)c1 (stereo unspecified)	-5%	·	11%	12%	0.6%	-1%	13%	0.1	55	3.2%
COc1ccc(C(=O)Cn2cnc3ccccc3c2=O)cc1OC	-3%	1.1%	5%	-2%	0.0%	-2%	23%	0.0	59	-0.3%
Cc1cc(=O)[nH]c(N/N=C/c2ccc(Br)s2)n1	4%	10%	4%	-1%	-1.3%	5%	12%	-0.1	38	14%
NCCc1nc(-c2ccccc2)cs1	-5%	1.7%	9%	5%	1.2%	1%	5%	2.9	60	0.5%
CCN(C1CCCCC1)S(=O)(=O)CCNC(=O)c1ccccc1	-5%	1.3%	6%	·	·	·	10%	-0.3	57	-1.2%
CCCCCCNS(=O)(=O)c1nc2nc(C)cc(C)n2n1	2%	1.9%	2%	11%	-0.3%	4%	6%	0.8	79	2.9%
CCn1c(SCC(=O)Nc2ccc(OC)cc2)nnc1-c1ccco1	-2%	0.8%	8%	4%	0.1%	2%	8%	0.1	56	2.7%
CCOC(=O)C1=CN(Cc2cccc(F)c2)S(=O)(=O)N(C)C1c1ccccc1 (stereo unspecified)	-5%	·	8%	·	·	·	·	3.0	63	0.3%	Dengue-2 NS5 capping pilot replicate=1.2
O=C1CCCCCN1Cc1ccccc1	-8%	0.8%	4%	-3%	-0.1%	1%	3%	-1.4	43	0.4%
CCOc1ccccc1NC(=O)CSc1nnnn1-c1ccc(C(=O)OC)cc1	-6%	-0.9%	-2%	0%	0.2%	-3%	4%	0.3	54	5.0%
CCN(CC)CCN(C(=O)c1ccc(C(=O)c2ccccc2)cc1)c1nc2c(OC)cccc2s1	-1%	0.2%	10%	7%	0.6%	4%	7%	-0.3	63	-0.1%
COc1c(C)cc(C(=O)C2CCCN(C(=O)Cn3nc(C)nc3C)C2)cc1C (stereo unspecified)	13%	3.0%	3%	-10%	-0.3%	6%	-1%	1.1	59	0.1%
O=C1C=C(NCc2ccc3c(c2)OCO3)CC(c2ccccc2)C1 (stereo unspecified)	·	-1.6%	·	-8%	-1.4%	5%	9%	1.3	101	·
CSc1nc(N)nc2c1ncn2CC(=O)Nc1ccc(C)c(C)c1	-1%	·	4%	·	·	·	·	2.3	51	0.2%
Cc1oc(C(C)(C)C)c(CN2CCCC2)c1C(=O)O	-2%	2.1%	3%	4%	1.2%	2%	-2%	-1.7	94	2.3%
COc1ccc(CNC(=O)C2CCN(C(=O)c3ccco3)CC2)cc1	-2%	2.1%	-3%	5%	0.0%	2%	6%	0.7	43	0.5%
CCOc1ccc(NC(=O)CSc2nc(C3CC3)nc3ccccc23)cc1	15%	2.7%	5%	46%	?	5%	4%	0.6	36	-0.9%
CN(C)S(=O)(=O)Nc1ccc2c(c1)OCO2	0%	1.6%	7%	-12%	1.1%	0%	3%	-0.4	86	-0.7%
CCCCCN(C(=O)CCC(=O)OC(C)C(=O)c1ccc(Cl)cc1)c1c(N)n(CCCC)c(=O)[nH]c1=O (stereo unspecified)	-15%	0.7%	3%	·	·	·	29%	-1.1	56	0.8%[50 µM]
O=C(/C=C/c1ccccc1)c1ccccc1O	-21%	3.5%	9%	4%	0.1%	-1%	11%	12	98	1.5%
CCc1ccc(CCN2C(=O)c3ccccc3C2=O)nc1	-4%	-0.9%	-11%	-9%	0.0%	-2%	7%	0.1	61	1.4%[50 µM]
Cc1cnc(C(=O)OC(C(=O)c2ccccc2)c2ccccc2)cn1 (stereo unspecified)	-3%	0.8%	5%	·	·	·	·	-0.2	68	1.3%[50 µM]
Cc1cccc2cc(/C=N/NC(=O)c3ccncc3)c(Cl)nc12	4%	0.5%	6%	11%	0.2%	8%	4%	1.2	58	-1.1%
CC1CCc2sc(C(=O)Nc3ccc(C(N)=O)cc3)cc2C1 (stereo unspecified)	-13%	2.7%	11%	23%	0.7%	6%	-7%	3.7	54	0.0%
O=C(N[C@@H](Cc1ccccc1)C(=O)O)c1ccc(C(F)(F)F)cc1	4%	0.1%	4%	18%	0.8%	-7%	10%	-1.9	99	1.0%
CC(C)C(=O)O/N=C(\N)c1ccc(Oc2ccc(Cl)cc2)c([N+](=O)[O-])c1	5%	·	14%	14%	0.3%	10%	7%	2.2	44	-0.3%
